Assay outcomes (PubChem BioAssay)
M. tuberculosis GlmU: inhibition of mycobacterial GlmU enzyme – biochemical, glucosamine-1-phosphate acetyltransferase (AID 1376). Bifunctional protein GlmU (Mycobacterium tuberculosis (strain ATCC 25618 / H37Rv)). M. tuberculosis GlmU acetyltransferase enzyme assay; higher % means a stronger effect. inhibition, %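 (tested at 30 µM in the primary screen)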, or IC50 in µM where a hit was titrated. 220,000 compounds, 0.25% hits; in the data active means inhibition above about 13%;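 further: 0% = complete reaction with vehicle and 100% = reaction without substrate; strong numbers were not always called active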
Mtb RmlCD inh: M. tuberculosis RmlC/RmlD coupled enzyme inhibitors, primary screen, biochemical, compound mixtures, 384-well, from 1536-well plates | dTDP-4-dehydrorhamnose reductase (Mycobacterium tuberculosis (strain ATCC 25618 / H37Rv)) … | RmlC+RmlD coupled enzyme assay, percent inhibition; primary screen in compound mixtures | inhibition, % at 3.6 µM | 160,000 compounds, 0.03% hits | AID 1533, 2009; in the data active means inhibition mostly above about 34%, no sharp cut-off; further: some results filed as inactive read as strong as hits
Target sequence (P9WH09 whole entry, looked up): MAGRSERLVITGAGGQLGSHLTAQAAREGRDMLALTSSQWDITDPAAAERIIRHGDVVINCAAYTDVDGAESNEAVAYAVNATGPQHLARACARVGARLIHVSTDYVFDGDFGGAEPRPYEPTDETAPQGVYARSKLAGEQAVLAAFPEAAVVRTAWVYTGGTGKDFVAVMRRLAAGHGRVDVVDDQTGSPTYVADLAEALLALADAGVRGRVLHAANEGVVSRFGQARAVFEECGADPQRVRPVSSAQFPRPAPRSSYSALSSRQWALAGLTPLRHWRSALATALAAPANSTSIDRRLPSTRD
Target sequence (P9WH11 whole entry, looked up): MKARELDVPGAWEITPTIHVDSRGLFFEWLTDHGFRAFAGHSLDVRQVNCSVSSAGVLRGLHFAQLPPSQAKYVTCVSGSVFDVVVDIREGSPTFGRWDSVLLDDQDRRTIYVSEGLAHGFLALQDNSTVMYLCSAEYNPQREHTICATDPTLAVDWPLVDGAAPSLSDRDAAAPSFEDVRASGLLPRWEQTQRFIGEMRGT
Active calls of the source: *; x = no result given. Only part of the results is shown; count on the stated rates, not on these rows.

Values run as follows: M. tuberculosis GlmU | Mtb RmlCD inh
CC(C)(C)NC(=O)C(c1ccccn1)N(C(=O)C1CSC(=O)C1)c1ccccc1F (stereo not drawn)
→ 1.5% | 5
CCC(=O)c1cc(F)ccc1OCC(=O)N1CCN(c2ccc(F)cc2)CC1
→ 2.4% | 11
C[N+](C)(C)C[C@H](O)CC(=O)O
→ -7.1% | x
Cc1cc(-c2cc(-c3ccccc3)on2)nc(NCC2CC2)n1
→ 6.2% | 3
CCOC(=S)N/C(=N\S(C)(=O)=O)c1ccccc1
→ 5.5% | x
CC(C)N(C(=O)C1CC(=O)OC12CCCCC2)C(C)C (stereo not drawn)
→ 1.1% | -6
Cc1ccc(C)c(OCCCC(=O)O)c1
→ -2.4% | x
Cc1ccc(C(=O)CCNc2ccc(F)c(Cl)c2)o1
→ 2.3% | x
CCOc1cc2[nH]c(=S)n(Cc3ccc(C(=O)NCC(OC)OC)cc3)c(=O)c2cc1OCC
→ -1.5% | 5
COc1c2c(nc3occc13)C(CC=C(C)C)(OC)C(O)CC2 (stereo not drawn)
→ -0.8% | x
O=S(=O)(NC1CC1)c1ccc(S(=O)(=O)N2CCC3(CC2)OCCO3)cc1
→ -3.6% | -3
Cc1nn(C(=O)c2ccco2)c(C)c1CN1C(=O)c2ccccc2C1=O
→ 1.1% | x
CCn1c(COc2c(C)cccc2C)nnc1SCc1nc2ccccc2c(=O)[nH]1
→ -0.6% | 6
COc1ccccc1NC(=O)COC(=O)c1ccccc1C(=O)N1CCN(c2ccccc2)CC1
→ 0.2% | x
O=C(Cc1n[nH]c(=O)c2ccccc12)Nc1ccc(-c2nnc3n2CCCCC3)cc1
→ 1.9% | 14
COc1ccccc1/C=[N+](\[O-])C1SC(=S)N(C)C1(C)C (stereo not drawn)
→ 4.1% | 28
Cc1c(Br)c([N+](=O)[O-])nn1C(C)C(=O)N1CCCc2ccccc21 (stereo not drawn)
→ -1.2% | -9
CCOC(=O)N1CCN(C(=O)CSCc2nc(-c3ccccc3F)oc2C)CC1
→ 7.6% | 7
Cc1ccccc1N(C(=O)Cc1c[nH]c2ccccc12)C(C(=O)NC1CCCCC1)c1ccco1 (stereo not drawn)
→ 5.8% | 7
O=C(N/N=C/c1ccc([N+](=O)[O-])o1)c1ccc(O)cc1
→ -0.3% | x
CSc1ccccc1NC(=O)CN(C)CC(=O)Nc1ccccc1C(F)(F)F
→ 1.2% | -10
Cc1c(Nc2cc(N3CCCC(C)C3)c3nonc3c2[N+](=O)[O-])c(=O)n(-c2ccccc2)n1C (stereo not drawn)
→ x | 5
CC(C)CN(C(=O)CN1CCCCCC1)c1c(N)n(CC(C)C)c(=O)[nH]c1=O
→ 2.0% | 0
C=CCSc1nnc(-c2nnc(SCC=C)n2-c2ccccc2)n1-c1ccccc1
→ -1.5% | 15
COc1ccc2[nH]cc(/C=N/NS(=O)(=O)c3ccc(C)cc3)c2c1
→ 4.4% | -4
COc1cc(CN2CCNC(=O)C2CC(=O)N2CCCO2)cc(OC)c1 (stereo not drawn)
→ 2.6% | -9
CCCCOCCCNC(=O)CCCOc1ccccc1
→ 4.8% | -5
O=C(Cc1c(Cl)cccc1Cl)Nc1cccnc1
→ -7.2% | x
COC(=O)c1cc(C#N)c(Oc2cccc(C)c2C)nc1C
→ 0.8% | 7
Cc1ccc(C(=O)c2cnc3ccccc3c2-c2ccccc2)cc1
→ -0.9% | 5
OCC1CCN(Cc2nc(Cc3ccccc3Cl)no2)CC1
→ 0.3% | x
CC(C)(O)c1cc(=O)sc2nc3ccccc3n12
→ -3.4% | -2
N/C(=N\OC(=O)c1cnn(-c2ccccc2)c1C(F)(F)F)c1cc(C(F)(F)F)cc(C(F)(F)F)c1
→ 1.8% | 13
CCC1/C(=N\O)CC(c2ccco2)NC1c1ccco1 (stereo not drawn)
→ -3.1% | 8
COc1ccc2c(CC(=O)OCC(=O)Nc3ccc4c(c3)OCO4)coc2c1
→ 4.0% | 47
O=[N+]([O-])c1cccc(C(=S)N2CCN(c3ccccc3)CC2)c1
→ 3.1% | 1
O=C(Nc1ccc(F)cc1)N1CCCC(c2nc3c(nnn3Cc3ccccc3Cl)c(=O)[nH]2)C1 (stereo not drawn)
→ 4.0% | 2
O=C(CSc1nccc(=O)[nH]1)c1ccco1
→ 3.8% | -4
O=[N+]([O-])c1cc(/C=N/OCc2c(Cl)cccc2Cl)ccc1N1CCOCC1
→ 0.0% | -4
CCc1ccc(N2CC(C(=O)Nc3ccccc3F)CC2=O)cc1 (stereo not drawn)
→ 0.1% | -1
Cc1ccc(C(=O)NNc2ncnc3c2cnn3C)cc1
→ 9.5% | -8
CSCC(NS(=O)(=O)c1ccc(C)cc1)C(=O)O (stereo not drawn)
→ -4.3% | -6
COc1ccc2c(c1OC)C(=O)N(c1nccs1)C2
→ 0.8% | -4
CC(=O)Nc1c(C(=O)C2CC2)oc2ccccc12
→ 2.0% | -2
CCC(SC1=NCCS1)C(=O)Nc1ccc(S(N)(=O)=O)cc1 (stereo not drawn)
→ -4.7% | 9
CCNc1nc(Cl)nc(NCCOc2ccc(C)cc2)n1
→ 0.3% | x
Cn1cccc1/C=C1/C(=O)NC(=S)N(Cc2ccc(F)cc2)C1=O
→ -2.7% | -14
Cc1cc(C)nc(Nc2ccc(C)c([N+](=O)[O-])c2)n1
→ 0.8% | -10
O=C(NC(=S)Nc1ccc(N2CCCC2)cc1)c1ccccc1[N+](=O)[O-]
→ 0.5% | -8
CNC(=O)C1CC(=O)N(Cc2ccc3c(c2)OCO3)C(=Nc2ccc(F)cc2)S1 (stereo not drawn)
→ 1.1% | 6
CCc1ccc(NC(=O)CSC2=C(C#N)C(c3ccco3)C3=C(CCCC3=O)N2)cc1 (stereo not drawn)
→ -1.2% | x
NS(=O)(=O)c1ccc(N/C=C/C(=O)c2ccc(Br)cc2)cc1
→ -4.3% | 2
COC1=CC(=O)CC(C)C12Oc1cc(OC)cc(OC)c1C2=O (stereo not drawn)
→ -0.1% | x
Cn1cc(C(=O)CCl)c2ccccc21
→ -3.7% | 2
CC(=O)Nc1cccc(/C(C)=N/NS(=O)(=O)c2ccc(C)cc2)c1
→ 2.0% | 74
COc1ccc(/C=N/N=C2/CC(C)(C)Cc3n[nH]c(=O)cc32)cc1
→ -2.2% | -13
CCOc1ccccc1C(=O)N(Cc1cccs1)C1CCS(=O)(=O)C1 (stereo not drawn)
→ 2.6% | x
CCN(Cc1ccncc1)C(=S)Nc1c(C)cccc1C
→ 8.1% | x
O=C1Nc2ccccc2C(=O)N2CCCCC12 (stereo not drawn)
→ -0.9% | 6
O=C(Cc1ccccc1)Nn1c(-c2ccccc2)nc2ccccc2c1=O
→ 1.7% | -4

More results.
Values run as follows: M. tuberculosis GlmU | Mtb RmlCD inh
CCOC(=O)c1snc(C(=O)NC2CCCCC2)c1N
→ 6.3% | -7
COc1ccc(-c2ccc(NCCC3=CCCCC3)nn2)cc1OC
→ -1.5% | x
CSc1ccccc1NC(=O)CN(C)C(=O)c1cccc(S(=O)(=O)N(C)C)c1
→ -3.4% | x
Cc1ccc(-c2nc3ccccc3c(=O)n2-c2ccncc2)cc1
→ 2.3% | -3
C=CCn1c(SCC(=O)Nc2nnc(CC)s2)nnc1-c1ccncc1
→ -2.5% | x
Cc1ccc(NS(=O)(=O)c2ccc3[nH]c(=O)sc3c2)cc1
→ -6.9% | -5
Cc1cc(SCc2ccccc2)nc(=O)[nH]1
→ 2.5% | 12
CC(=O)NC1CC2CCC(C1)N2 (stereo not drawn)
→ 0.1% | x
O=C(NN=C1CCC(=NNC(=O)c2ccccn2)CC1)c1ccccn1
→ 1.8% | -4
Nc1ccc(Nc2nc(-c3cc4ccccc4oc3=O)cs2)cc1
→ 9.3% | -3
CCCSC(=S)c1c(C)[nH]n(-c2ccccc2)c1=O
→ -2.0% | x
N/C(=N\OC(=O)Cc1ccccc1)c1ccncc1
→ -3.6% | -6
Cc1ccc(S(=O)(=O)N2CCC(=O)N(C(COCc3ccc(C(F)(F)F)cc3)C(C)C)CC2)cc1 (stereo not drawn)
→ -0.1% | x
CCn1c(SCC(=O)N(C)C2CCS(=O)(=O)C2)nnc1-c1ccccc1 (stereo not drawn)
→ 2.5% | -6
COc1ccc(Nc2ncc(C(=O)N3CCC4(CC3)OCCO4)c3ccccc23)cc1
→ 1.2% | 12

Remaining list, next part
Molecule	M. tuberculosis GlmU	Mtb RmlCD inh
COc1ccc(COC(=O)N/N=C(\C)CC(=O)Nc2ccc(Cl)cc2)cc1	8.6%	-13
Nc1ccc2nn(-c3cccc4ccccc34)nc2c1	4.8%	-2
Cc1ccc(Cc2cnc(N3C(=N)SC(c4ccccc4)C3=O)s2)cc1 (stereo not drawn)	1.4%	9
Cc1cccc(Cn2c(N(C)Cc3ccccc3)nc3c2c(=O)[nH]c(=O)n3C)c1	-4.6%	-9
CCCOCC(O)CC(Cc1ccccc1)C(=O)NN (stereo not drawn)	2.3%	-10
O=C1CN(C(=O)COc2ccc(F)cc2Cl)c2ccccc2N1	-1.6%	-5
CCOP(=O)(c1ccc(N(C)C)cc1)C(O)c1ccncc1 (stereo not drawn)	1.4%	3
CCN(CC)C(=N)/C(C#N)=N/Nc1ccccc1	8.8%	4
CN(C)S(=O)(=O)c1ccc(Cl)c(NC(=O)CN2CCN(Cc3ccc4c(c3)OCO4)CC2)c1	2.5%	x
CC(C)(C)n1nc2c(c1NC(=O)c1ccccc1F)CS(=O)C2 (stereo not drawn)	-1.5%	28
O=C(CN1C(=O)CSc2ccccc21)NC1CCCC1	x	-8
Cc1oc(=O)c(NC(=O)c2ccccc2)cc1C(N)=O	-4.0%	x
COc1ccccc1N1CCN(C(=O)C2CCN(S(=O)(=O)c3ccc(F)cc3)CC2)CC1	-1.2%	x
O=S(Cc1ccc(Cl)cc1)CC(O)COCc1ccc(Cl)cc1 (stereo not drawn)	-2.0%	x
COc1ccc(Cc2noc(-c3ccc([N+](=O)[O-])cc3)n2)cc1OC	-4.1%	7
OCCCc1nc2n(n1)C(c1cccs1)C=C(c1ccc(Br)cc1)N2 (stereo not drawn)	3.0%	-8
Cc1cccn2c(=O)c(C=O)c(N3CCCCC3)nc12	2.3%	4
CCN1C(=O)C(CC(=O)Nc2ccc(C)cc2C)Nc2cc(S(=O)(=O)N(C)C)ccc21 (stereo not drawn)	0.4%	-9
CSc1nc(N2CCN(C)CC2)c2ccccc2n1	2.9%	3
O=C(CSC1=Nc2ccccc2C2=NC(c3ccccc3)C(=O)N12)NC1CCCCC1 (stereo not drawn)	-1.6%	-6
COc1cccc(C2N(c3ccccc3)CCN2c2ccccc2)c1OC	-1.4%	4
Cn1cnc(S(=O)(=O)NCc2ccccc2)c1	2.3%	x
CCOc1cc(N2CCOCC2)c(OCC)cc1NC(=O)COC(=O)c1ccccc1C	-7.3%	x
NS(=O)(=O)c1ccc(NN=C2CCCCC2)c([N+](=O)[O-])c1	-1.9%	0
FC(F)(F)c1cnc(-n2cc[nH]c2=S)c(Cl)c1	-1.9%	x

Of the compounds above, these contain a Cl atom:
Molecule	M. tuberculosis GlmU	Mtb RmlCD inh
Cc1ccc(C(=O)CCNc2ccc(F)c(Cl)c2)o1	2.3%	x
O=C(Cc1c(Cl)cccc1Cl)Nc1cccnc1	-7.2%	x
OCC1CCN(Cc2nc(Cc3ccccc3Cl)no2)CC1	0.3%	x
O=C(Nc1ccc(F)cc1)N1CCCC(c2nc3c(nnn3Cc3ccccc3Cl)c(=O)[nH]2)C1 (stereo not drawn)	4.0%	2
O=[N+]([O-])c1cc(/C=N/OCc2c(Cl)cccc2Cl)ccc1N1CCOCC1	0.0%	-4
CCNc1nc(Cl)nc(NCCOc2ccc(C)cc2)n1	0.3%	x
Cn1cc(C(=O)CCl)c2ccccc21	-3.7%	2
COc1ccc(COC(=O)N/N=C(\C)CC(=O)Nc2ccc(Cl)cc2)cc1	8.6%	-13
O=C1CN(C(=O)COc2ccc(F)cc2Cl)c2ccccc2N1	-1.6%	-5
CN(C)S(=O)(=O)c1ccc(Cl)c(NC(=O)CN2CCN(Cc3ccc4c(c3)OCO4)CC2)c1	2.5%	x
O=S(Cc1ccc(Cl)cc1)CC(O)COCc1ccc(Cl)cc1 (stereo not drawn)	-2.0%	x
FC(F)(F)c1cnc(-n2cc[nH]c2=S)c(Cl)c1	-1.9%	x
